# Source: PubChem (several laboratories)
# CAL-PDZ inh HTS: inhibitors of human CAL PDZ peptide binding; inhibition, % at 24.9 µM; 300,000 tested, 0.92% active; AID 602252; Q9HD26; purified CAL PDZ, TMR-peptide fluorescence polarization, 1 h;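 active = mean inhibition of at least 30% with at least half of replicates also reaching 30%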;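 note: 0% = DMSO neutral control and 100% = excess unlabeled competitor peptide PRC23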
# MOR-DOR inv ag: inverse agonists of human mu-delta opioid receptor heterodimerization. P35372+P41143. cell-based MOR-DOR heterodimer luminescence, inverse agonism. inhibition, % at 9.3 µM. 340,000 tested, 0.21% active; in the data active = inhibition above about 22%, passing the limit was not always enough;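 note: 0% = cells with DMSO and 100% = wells without cells with DMSO; values of inactives mirror those of a sister screen read the other way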
# V-ATPase pHluor: yeast V-ATPase proton transport regulation by pHLuorin; S. cerevisiae, pHLuorin cytosolic pH fluorescence; response, % at 10 µM; 350,000 tested, 0.37% active; AID 504577; in the data active = response mostly above about 7.3%, no sharp cut-off; inactive = mostly below about 5.4%; note: actives read high; inactives centre near 0; some compounds called inactive have numbers as strong as hits; reference of the scale not given here
# OPRM1-OPRD1 ag: OPRM1-OPRD1 heterodimerization agonism; P35372+P41143; cells, luminescence; activation, % at 9.3 µM; 340,000 tested, 0.3% active; AID 504326; in the data active = activation above about 18%;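 note: 0% = vehicle-treated cells and 100% = reference agonist; values of inactives mirror those of a sister screen read the other way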
# C-LANA FP: inhibitors of KSHV LANA C-terminal domain DNA binding; inhibition, % at 9 µM; 340,000 tested, 0.078% active; MBP-C-LANA/FAM-LBS DNA binding, fluorescence polarization;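 active = highest replicate inhibition at or above 60% at 9 µM, even if other replicates fall short; inactive = all replicates below 60% inhibition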;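 note: 0% = neutral control wells and 100% = 4 µM acridine orange control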
# cardiac RTF act: cardiac RTF calcium sensitization | P19429+P45379 | IANBD-labeled TnC RTF fluorescence at EC20 calcium; 0% EC20 calcium, 100% full calcium | activation, % at 7.2 µM | 340,000 tested, 0.24% active | AID 493008;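 active = activation above the mean over all tested compounds plus 3 SD, cut at about 30% in these data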;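 note: rise in fluorescence read as greater calcium sensitivity of cardiac thin filaments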
# HTR5A ag: activates human HTR5A in OPRM1-OPRD1 agonist counter-screen; activation, % at 9.3 µM; 340,000 tested, 0.61% active; P47898; HTR5A agonist assay, luminescence, cell-based; in the data active = activation mostly above about 9.5%, no sharp cut-off; inactive = mostly below about 7.6%;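 note: 0% = cells with vehicle only and 100% = reference agonist; strong numbers were not always called active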
# Target sequence (P47898 whole entry, looked up): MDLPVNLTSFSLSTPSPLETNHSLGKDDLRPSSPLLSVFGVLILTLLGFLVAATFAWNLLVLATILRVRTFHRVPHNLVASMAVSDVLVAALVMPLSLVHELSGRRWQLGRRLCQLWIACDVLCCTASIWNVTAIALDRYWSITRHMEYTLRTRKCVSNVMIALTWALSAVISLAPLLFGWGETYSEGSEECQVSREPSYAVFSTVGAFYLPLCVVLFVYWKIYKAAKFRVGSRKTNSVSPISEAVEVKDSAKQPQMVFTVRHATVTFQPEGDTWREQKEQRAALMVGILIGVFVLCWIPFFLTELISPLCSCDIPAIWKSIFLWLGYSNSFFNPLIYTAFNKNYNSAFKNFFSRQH
# HTR5A inv ag: HTR5A inverse agonism, opioid heterodimer counter-screen; P47898; HTR5A cell line, luminescence; inhibition, % at 9.3 µM; 340,000 tested, 0.083% active; AID 504634; in the data active = inhibition mostly above about 23%, no sharp cut-off; inactive = mostly below about 18%;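 note: 0% = cells with DMSO and 100% = no-cell wells with DMSO; some compounds called inactive have numbers as strong as hits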
# Keap1-Nrf2 PPI: disrupts human Keap1 binding to Nrf2 peptide | Q14145 | Keap1 Kelch-Nrf2 peptide fluorescence polarization, 1536-well | inhibition, % at 9.4 µM | 340,000 tested, 0.15% active; in the data active = inhibition above about 12%;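 note: human Keap1 Kelch domain with fluorescein labeled Nrf2 9mer peptide probe; 0% = neutral control wells and 100% = peptide positive control; higher means more block of Keap1 binding to Nrf2 peptide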
# Target sequence (Q14145 whole entry, looked up, the tested form may be a part): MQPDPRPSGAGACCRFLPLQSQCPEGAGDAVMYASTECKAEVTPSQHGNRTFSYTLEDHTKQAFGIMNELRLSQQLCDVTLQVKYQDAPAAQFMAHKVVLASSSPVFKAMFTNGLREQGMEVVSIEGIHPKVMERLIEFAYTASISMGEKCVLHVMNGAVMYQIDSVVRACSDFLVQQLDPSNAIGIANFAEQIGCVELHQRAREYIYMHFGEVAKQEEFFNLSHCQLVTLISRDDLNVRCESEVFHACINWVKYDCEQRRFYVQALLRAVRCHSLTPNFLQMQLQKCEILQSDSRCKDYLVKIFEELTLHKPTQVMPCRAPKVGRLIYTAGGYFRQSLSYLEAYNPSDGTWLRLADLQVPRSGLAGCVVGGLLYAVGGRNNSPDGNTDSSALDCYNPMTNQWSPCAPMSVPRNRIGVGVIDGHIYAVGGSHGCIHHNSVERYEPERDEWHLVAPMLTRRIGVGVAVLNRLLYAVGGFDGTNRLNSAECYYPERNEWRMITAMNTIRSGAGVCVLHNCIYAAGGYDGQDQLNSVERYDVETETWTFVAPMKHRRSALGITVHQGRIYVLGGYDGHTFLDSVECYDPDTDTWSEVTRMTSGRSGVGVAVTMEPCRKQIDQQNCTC
# Cardiac RTF inh: cardiac RTF calcium desensitization | IANBD-labeled cardiac RTF, Ca2+ fluorescence | AID 493244 | inhibition, % at 7.15 µM | 340,000 tested, 0.12% active;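 active = inhibition above the mean inhibition of all tested compounds plus 3 SD, cut at about 17% in these data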;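 note: assay run at fixed EC70 calcium of 1.6 mM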
# Active calls of the source: *; . = not tested or not shown.
SMILES,CAL-PDZ inh HTS,MOR-DOR inv ag,V-ATPase pHluor,OPRM1-OPRD1 ag,C-LANA FP,cardiac RTF act,HTR5A ag,HTR5A inv ag,Keap1-Nrf2 PPI,Cardiac RTF inh
C#CCOCCOCCOCCNc1nc(N2CCN(C(=O)CCCCCCCCCCNC(=O)Cn3cc(CCCCCN)nn3)CC2)nc(N2CCN(C(=O)CCCCCCCCCCNC(=O)Cn3cc(CCCCCN)nn3)CC2)n1,-4,19,3,-3.2,-18,-28,12,-34,-29,4
CC(OC(=O)CC1Sc2ccccc2NC1=O)C(=O)N(C)Cc1ccccc1 (stereo not drawn),.,5,2,-0.9,-0.5,-1,4,-12,-6,-21
CC(C)CCN(C(=O)c1cn2ccccc2n1)c1c(N)n(Cc2ccccc2)c(=O)[nH]c1=O,-12,20,-1,-3.8,-0.1,-6,2,-5,0,-2
Cc1ccc(C)c(OCC(=O)O/N=C(\N)c2ccccn2)c1,-4,11,2,-1.8,1.1,-10,-2,-16,-3,2
COc1cc(NC(=O)c2cc(-c3ccc4c(c3)OCO4)on2)cc(OC)c1OC,1,-16,-2,2.5,-2.7,2,9,-24,0,-7
O=C(Cn1cncn1)N/N=C/c1cccc(Cl)c1,.,0,-5,0.0,-3.0,-1,-4,0,8,-5
Cc1ccc(C)c(NC(=S)NCCCN2CCOCC2)c1,3,8,-3,-1.8,-1.5,0,-1,2,-1,-1
COc1ccc(C(=O)N2CC3(C)CC2CC(C)(C)C3)cc1OC (stereo not drawn),.,21,16,-5.0,1.2,-2,4,-25,0,-5
O=C(Nc1cccc(-c2csc(-c3ccccc3)n2)c1)c1cccs1,1,-12,5,2.1,-1.2,-9,5,17,3,-7
O=C(O)c1ccccc1NS(=O)(=O)c1cccc(C(F)(F)F)c1,.,-2,18*,0.4,0.6,-4,-1,3,7,1
C/C(=N\NC(=O)c1nn(C)c(C)c1Br)c1ccc(NC(=O)C2CCCC2)cc1,-13,-26,-1,4.9,0.1,4,3,-2,-1,-6
NC(=NCCc1c[nH]c2ccccc12)NS(=O)(=O)c1ccc(F)cc1,-3,0,-6,-0.1,1.0,4,6,-26,-4,7
CCCCOc1ccc(C(=O)N/N=C/c2ccc(OCCN3CCCCC3)c(OC)c2)cc1,-2,5,-9,-1.0,-2.2,-4,0,4,-3,6
COc1ccc2nc(Nc3sc4c(c3C(N)=O)CCCC4)sc2c1,-4,-7,1,1.4,-0.1,-2,8,4,-5,2
COc1ccc(N(CC(=O)Nc2ccc(F)c(F)c2)S(=O)(=O)c2c(C)n[nH]c2C)cc1,-3,7,-2,-1.2,0.3,3,8,-32,0,-5
CC(=O)c1ccc(NC(=O)c2ccccc2-c2ccccc2C(=O)O)cc1,.,17,5,-3.4,0.2,-4,-2,-17,1,-2
Cc1cc(C(=O)Nc2cccc3ncccc23)no1,-5,15,2,-2.6,2.1,0,0,1,0,-1
O=C(C(=O)N1CCc2ccccc2C1)c1c[nH]c2ccccc12,2,-6,3,0.9,-1.7,-3,0,19,1,5
CC(NS(=O)(=O)c1ccc(CCC(=O)NCc2cccnc2)cc1)c1ccccc1 (stereo not drawn),-7,3,2,-0.5,0.4,2,4,-11,-2,-4
O=c1[nH]c(C2CCN(S(=O)(=O)c3ccc(C(F)(F)F)cc3)CC2)nc2c1nnn2Cc1cccc(F)c1,-4,-7,-2,1.2,2.1,0,-2,5,-2,-8
COC(=O)CC1(C(=O)OC)Oc2ccc(Br)cc2C(=O)N1c1cc(Cl)c(Cl)cc1Cl (stereo not drawn),-3,-28,1,5.5,0.8,-3,2,-32,-5,-7
O=C(/C=C/c1ccc(S(=O)(=O)N2CCOCC2)cc1)NCCCn1ccnc1,-3,-1,2,0.2,-0.4,2,2,-16,-4,-9
COc1cc(C(=O)NCC(=O)N/N=C/c2cccnc2)cc(OC)c1OC,-3,-3,3,0.4,0.6,-6,3,-8,-1,1
CCOC(=O)c1c(C)[nH]c(C(=O)OCC(=O)Nc2sc(C(=O)N(C)C)c(C)c2C(=O)OCC)c1C,-5,19,1,-2.9,-0.5,-16,0,10,-1,-23
Cc1ccc(C(=O)CC(=O)c2ccccc2C)c(O)c1,3,-33,1,6.9,-6.5,-1,0,-1,-4,-8
COc1ccc(CN(C(=O)c2snc(C(N)=O)c2N)C(C(=O)NC2CCCC2)c2ccc(OC)cc2)cc1 (stereo not drawn),.,5,-3,-0.9,2.8,-6,-1,16,-3,5
CCOc1ccc(C(=O)CCC(=O)Nc2ccc(C)cn2)cc1,0,7,4,-1.1,-1.7,3,-2,6,-8,-15
COc1ccccc1CC(=O)Nc1cccc(S(=O)(=O)N2CCOCC2)c1,1,5,-7,-0.8,0.5,-9,3,4,0,-1
Cc1ccc(SCC(=O)Nc2cccc(C(=O)NC(C)(C)C)c2)cc1,-4,7,5,-1.2,-0.4,3,1,-6,2,6
O=C(NCC1(O)CCCCC1)C1CCC(=O)N(Cc2cccc(C(F)(F)F)c2)C1 (stereo not drawn),-8,17,8,-3.0,0.4,-6,4,9,-3,-7
Cc1cccn2c(=O)nc(SCC(=O)N3CCN(c4ccccc4)CC3)nc12,-7,22,-5,-4.6,1.1,-2,2,-3,1,4
O=S(=O)(c1ccc(SCc2ccc(Cl)cc2)nc1)N1CCCC1,-5,-6,4,1.4,6.1,0,3,-7,-8,-3
CC(Sc1nc(N)cc(=O)[nH]1)C(=O)Nc1sc2c(c1C#N)CCCC2 (stereo not drawn),-5,4,0,-0.7,-1.2,-9,4,-10,-1,14
Cc1ccc(NC(=O)c2nnn(CC(=O)Nc3ccc4c(c3)OCO4)c2N)cc1C,-4,-116,0,23*,0.9,1,8,-29,-6,-13
COc1ccccc1NC(=O)c1cc2c(CO)cnc(C)c2oc1=Nc1ccc(OC)c(OC)c1,-2,15,-1,-2.8,3.3,2,4,-16,-1,2
CN(C)c1ccc(NC(=S)NC(=O)/C=C/c2ccc(Cl)cc2)cc1,0,8,-2,-1.6,0.2,4,-6,13,-2,-4
COc1ccc(NC(C)=O)cc1NC(=O)C1CCCN1C(=O)c1cccs1 (stereo not drawn),48*,15,-1,-2.3,-1.6,16,-2,11,3,-9
O=C(NNc1ccccc1)C(CCO)C(=O)NNc1ccccc1,.,13,2,-2.5,-1.3,4,-4,10,-3,-8
O=C(NCc1ccncc1)Nc1cc(Cl)ccc1Cl,-4,8,-1,-1.6,1.2,2,0,1,-3,-14
CCOC(=O)c1ccc2[nH]c3c(c2c1)CN(C)CC3,-3,4,0,-0.8,-3.3,0,5,-2,-5,-8
CC(C(=O)NC1C=CS(=O)(=O)C1)N1C(=O)/C(=C/c2ccc(Cl)cc2)SC1=S (stereo not drawn),-3,16,-1,-3.1,0.2,-1,-1,-3,-2,0
Cc1ccc2c(c1)N(CC(=O)N(Cc1ccccn1)Cc1ccco1)C(=O)C(C(C)C)O2 (stereo not drawn),3,-4,3,0.7,0.9,0,11,-31,-3,-12
CC(C)(CNC(=O)c1ccc(S(=O)(=O)Nc2cccc(C(F)(F)F)c2)cc1)N1CCOCC1,-2,10,2,-2.5,0.4,-5,5,-11,0,2
CC(=O)c1cccc(NC(=O)Cc2coc3cc4c(cc23)CCC4)c1,-1,2,0,-0.3,0.1,2,3,-27,-1,5
COc1ccc(CNC(=O)COC(=O)CCOc2ccc(C)cc2)cc1OC,-3,4,4,-0.6,3.4,-4,1,-10,-4,-2

# Three of the entries above in order of the MOR-DOR inv ag value, falling.
SMILES | MOR-DOR inv ag
CC(C(=O)NC1C=CS(=O)(=O)C1)N1C(=O)/C(=C/c2ccc(Cl)cc2)SC1=S (stereo not drawn) | 16
COc1ccc(CNC(=O)COC(=O)CCOc2ccc(C)cc2)cc1OC | 4
Cc1ccc2c(c1)N(CC(=O)N(Cc1ccccn1)Cc1ccco1)C(=O)C(C(C)C)O2 (stereo not drawn) | -4

# (further entries)
SMILES,CAL-PDZ inh HTS,MOR-DOR inv ag,V-ATPase pHluor,OPRM1-OPRD1 ag,C-LANA FP,cardiac RTF act,HTR5A ag,HTR5A inv ag,Keap1-Nrf2 PPI,Cardiac RTF inh
Cc1cc2c3nonc3ccc2n1-c1ccccc1,-3,-27,-2,5.1,-0.2,5,9,0,-3,-14
COC(=O)CSc1nnc2n(C3CCCCC3)c(=O)c3c4c(sc3n12)CCCC4,-1,-20,1,3.4,-0.5,-4,-1,18,-1,-2
O=C(Nc1ccc(F)cc1)c1c(Cl)nc2ccccn12,-2,14,-3,-3.1,2.2,-2,4,26,-4,-3
C#CCn1c(=NC(=O)CN2C(=O)CCC2=O)sc2cccc(OC)c21,0,4,1,-0.8,-1.8,-1,2,-3,-2,-16
CCN1C2=NCCCN2c2ccccc21,-4,6,9,-1.4,-1.2,-5,1,8,-2,-7
CC(=O)Nc1nc2ccc(C(=O)NCCOC(=O)C3CCCCC3)cc2s1,22,4,0,-0.6,-1.2,0,4,-9,-2,5
Cn1c(-c2sccc2OCc2cccc(C(F)(F)F)c2)n[nH]c1=S,-2,11,-1,-2.3,1.0,-4,1,-13,2,-6
Cn1nccc1C(=O)Nc1ccc2c(c1)OCO2,.,10,2,-1.9,0.7,-4,3,-7,-1,1
Nc1ncnc2c1ncn2[C@@H]1O[C@H](CNCc2ccccc2)[C@@H](O)[C@H]1O,-2,11,-1,-2.4,0.9,0,-2,6,-4,0
Cc1ccc(NC(=O)Cc2ccc(Cl)c(Cl)c2)cc1S(=O)(=O)N(C)C,-2,-17,1,3.8,-0.7,-2,5,-33,-1,-1
Cc1cccc(C(=O)OC(C)C(=O)NCC2CCCCC2)c1O (stereo not drawn),.,1,-2,-0.3,-0.8,-1,-3,15,3,-7
O=C(CN1CCCCC1)N1c2ccccc2CCc2ccccc21,-1,11,-2,-1.9,0.1,-2,-5,-19,-2,-10
CCOC(=O)c1ccc(N/C=C/C(=O)c2ccc(OC)cc2)cc1,-2,10,2,-1.8,0.4,1,5,-14,-6,-4
Cc1cc(N2CCN(C)CC2)nc2ccc(NC(=S)N3CCN(c4cccc(Cl)c4)CC3)cc12,-3,-5,0,0.8,0.7,-3,5,-15,-4,4
O=C(O)CC(c1cccc([N+](=O)[O-])c1)N1Cc2ccccc2C1=O (stereo not drawn),-6,13,0,-2.2,0.3,-7,2,-4,-4,4
Cc1ccc(C(=O)COC(=O)c2cnccn2)cc1,-4,2,4,-0.4,1.8,-3,-3,-10,-1,-4
O=C(CN1C(=O)NC2(CCCCC2)C1=O)NCc1ccc2c(c1)OCO2,.,13,-3,-2.7,-0.1,-6,4,7,0,2
COc1ccc(-n2nnnc2-c2cnc(N3CCCC3)nc2C(F)(F)F)cc1,-2,-6,2,1.1,-0.9,5,0,-5,4,9
O=C(NCCc1ccccc1F)C1CCCN1S(=O)(=O)c1ccccc1 (stereo not drawn),-2,-2,0,0.3,3.1,1,0,-5,1,-10
COc1ccccc1NS(=O)(=O)c1ccc(N/N=C/C=C/c2ccccc2[N+](=O)[O-])c([N+](=O)[O-])c1,3,-43,5,5.9,-1.0,-2,2,-6,-3,-5
CC(C)NS(=O)(=O)c1ccc(NC(=O)C(C)Oc2ccc(C(=O)c3ccccc3)cc2)cc1 (stereo not drawn),2,-23,-1,3.4,0.3,2,-6,3,-1,-11
O=C(NCCCN1CCOCC1)C(=O)N/N=C/c1c(Cl)cccc1Cl,-6,13,0,-2.8,0.8,0,-3,0,1,-8
